Bioassay records deposited in PubChem BioAssay by Sanford-Burnham Center for Chemical Genomics.
SENP8 block-1 = inhibitors of human SENP8 protease | Q96LD8 | inhibition, % at 10 µM | AID 2540 | purified SENP8, Z-RLRGG-aminoluciferin cleavage, luminescence | 1.2% of 330,000 active; in the data active means inhibition above about 50%
SENP7 inh = inhibitors of human SENP7 protease. Q9BQF6. recombinant SENP7, Z-RLRGG-aminoluciferin luminescence, 40 min. inhibition, % at 5 µM. 1.5% of 330,000 active;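 active means inhibition above about 50% at the single test dose, limit read from the data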;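 further: plate controls were DMSO with enzyme for no effect and no enzyme buffer wells for full effect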
Target sequence (Q9BQF6 706-1050 limits assumed): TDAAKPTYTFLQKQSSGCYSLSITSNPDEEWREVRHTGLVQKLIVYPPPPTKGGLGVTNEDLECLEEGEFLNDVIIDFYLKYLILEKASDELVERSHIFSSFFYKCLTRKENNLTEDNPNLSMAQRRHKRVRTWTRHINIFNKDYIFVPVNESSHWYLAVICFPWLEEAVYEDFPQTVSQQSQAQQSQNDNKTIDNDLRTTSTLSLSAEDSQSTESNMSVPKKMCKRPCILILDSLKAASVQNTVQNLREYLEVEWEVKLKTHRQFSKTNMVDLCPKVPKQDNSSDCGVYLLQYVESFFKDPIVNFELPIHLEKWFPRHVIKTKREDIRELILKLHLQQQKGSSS
PfGluPho inh = PfG6PD (Plasmodium falciparum) enzyme inhibition; PfGluPho enzyme, NADPH resazurin-diaphorase fluorescence; inhibition, % at 20 µM; 0.78% of 350,000 active;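 active means inhibition reaching at least a set limit at 20 µM in the primary screen, cut at about 59% in these data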;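 further: 0% = DMSO wells with substrate and 100% = DMSO wells lacking glucose-6-phosphate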
SENP8 block-2 = blocks human SENP8 cleavage of Nedd8 substrate; Q96LD8; recombinant SENP8, Nedd8 substrate fluorescence; inhibition, % at 20 µM; 0.64% of 360,000 active; AID 602440; in the data active means inhibition mostly above about 40%, no sharp cut-off; inactive means mostly below about 27%
HKDC1 inh = HKDC1 (human) hexokinase inhibition; Q2TB90; recombinant HKDC1, G6PDH/diaphorase resazurin coupled fluorescence; 0.16% of 340,000 active; inhibition, % at 20 µM;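 active means inhibition above about 35% when tested at 20 µM, limit read from the data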;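 further: plate controls were DMSO wells with enzyme for no effect and DMSO wells lacking enzyme for full effect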
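Test system: HK5 enzyme. Quantity: 5 µg/mL HK5 final. Reagent: glucose and ATP substrates. Schedule: 90 min reaction incubation at room temperature, dark. Technique: resazurin-to-resorufin fluorescence via G6PDH and diaphorase coupling, 525/613 nm. Control set: DMSO wells with and without enzyme mix.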
SENP6 block = blocks the human protease SENP6; Q9GZR1; Recombinant SENP6 catalytic domain, aminoluciferin luminescence; inhibition, % at 10 µM; 1.8% of 330,000 active; AID 2599;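 active means inhibition above about 50% at the single tested dose, limit read from the data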;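 further: plate controls were DMSO wells with enzyme for no effect and DMSO wells lacking enzyme for full effect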
Target sequence (Q9GZR1 628-1112 limits assumed): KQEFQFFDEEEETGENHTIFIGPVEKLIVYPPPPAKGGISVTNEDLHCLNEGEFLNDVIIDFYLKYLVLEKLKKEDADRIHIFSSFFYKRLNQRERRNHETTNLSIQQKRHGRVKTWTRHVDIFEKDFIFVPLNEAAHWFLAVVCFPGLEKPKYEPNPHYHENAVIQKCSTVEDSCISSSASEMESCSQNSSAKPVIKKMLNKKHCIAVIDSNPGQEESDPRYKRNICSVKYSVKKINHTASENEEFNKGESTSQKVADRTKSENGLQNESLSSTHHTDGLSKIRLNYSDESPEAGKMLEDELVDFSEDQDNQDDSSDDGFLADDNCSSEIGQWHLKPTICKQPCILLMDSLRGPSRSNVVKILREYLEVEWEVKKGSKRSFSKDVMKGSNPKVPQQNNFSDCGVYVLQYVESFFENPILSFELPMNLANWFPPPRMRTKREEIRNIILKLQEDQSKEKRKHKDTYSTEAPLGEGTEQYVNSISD
Apaf1 inhib = inhibitors of human Apaf-1 apoptosome; reconstituted apoptosome caspase-3 activity, DEVD-Rh110 fluorescence; inhibition, % at 20 µM; AID 489030; 0.71% of 330,000 active; O14727; active means inhibition of at least 40% at 20 µM;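 further: plate controls were DMSO wells for no effect and DEVD-CHO caspase inhibitor wells for full effect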
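Medium: Hepes buffer, pH 7.5 / System: biochemical Apaf-1 apoptosome reconstitution / Measured by: Rh110 fluorescence, excitation 480 nm, emission 540 nm / Times: compound with Apaf-1, dATP, procaspase-3 30 min, then 50 min reaction, room temperature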
NALP3 yeast inh = NALP3 inhibition in yeast. Yeast reconstituted NLRP3/ASC/caspase-1, beta-gal luminescence, 24 h. inhibition, % at 10 µM. 0.39% of 330,000 active;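 active means inhibition of 50% or more; inactive means inhibition below 50%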;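 further: plate controls were induced DMSO wells for no effect and uninduced yeast grown without galactose for full effect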
SENP1 inh = SENP1 (human) catalytic domain inhibition; 0.21% of 360,000 active; Q9P0U3; inhibition, % at 10 µM; recombinant SENP1 catalytic domain, CyPet-SUMO1-YPet FRET cleavage;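 active means inhibition at least 30% at 10 µM, raw YFP signal under a set limit, fluorescence ratio 0.5 to 1.5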;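 further: 0% = enzyme with DMSO and 100% = no enzyme wells; some results filed as inactive read as strong as hits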
Target sequence (Q9P0U3 419-644 limits assumed): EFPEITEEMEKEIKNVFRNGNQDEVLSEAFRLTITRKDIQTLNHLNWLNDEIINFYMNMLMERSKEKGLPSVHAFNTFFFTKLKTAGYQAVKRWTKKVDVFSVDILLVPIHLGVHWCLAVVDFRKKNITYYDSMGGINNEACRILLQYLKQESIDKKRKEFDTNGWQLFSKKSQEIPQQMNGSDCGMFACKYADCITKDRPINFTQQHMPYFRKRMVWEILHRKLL
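Material: hSENP1 catalytic domain, recombinant; medium: Tris pH 8 with BME, BSA, NP40 and catalase; compound: single concentration of 10 µM compound, 0.5% DMSO final; technique: FRET read of cyan and yellow fluorescence; timing: 50 min enzyme reaction, room temperature, light-protected; reagent: SFCypet-SUMO1-SFYpet substrate at 25 nM; control set: no-enzyme low, enzyme-DMSO high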
Active calls of the source: *; / = no result given.

Preview:
smiles	SENP8 block-1	SENP7 inh	PfGluPho inh	SENP8 block-2	HKDC1 inh	SENP6 block	Apaf1 inhib	NALP3 yeast inh	SENP1 inh
CC12CN3CC(C)(CN(C1)C3c1ccc(Br)cc1)C2=O (stereo not drawn)	-3.2	-4.9	6.8	16.5	-3.4	-18.7	-5.7	33.7	1.4
c1ccc(Nc2nc(NCCN3CCOCC3)nc(Nc3ccccc3)n2)cc1	0.7	1.3	-12.2	19.6	6.4	-1.7	11.4	17.0	-0.4

The listing, from the start:
smiles	SENP8 block-1	SENP7 inh	PfGluPho inh	SENP8 block-2	HKDC1 inh	SENP6 block	Apaf1 inhib	NALP3 yeast inh	SENP1 inh
CC12CN3CC(C)(CN(C1)C3c1ccc(Br)cc1)C2=O (stereo not drawn)	-3.2	-4.9	6.8	16.5	-3.4	-18.7	-5.7	33.7	1.4
c1ccc(Nc2nc(NCCN3CCOCC3)nc(Nc3ccccc3)n2)cc1	0.7	1.3	-12.2	19.6	6.4	-1.7	11.4	17.0	-0.4
O=C(N/N=C/c1ccc(Br)o1)c1cc([N+](=O)[O-])cc([N+](=O)[O-])c1	-2.5	7.9	1.1	23.4	-7.4	-1.8	0.9	10.1	4.8
O=C(Nc1cccc(S(=O)(=O)NC2=NCCCCC2)c1)c1cc(-c2ccc(Cl)cc2)nc2ccccc12	-7.9	-3.8	4.7	2.0	3.9	-7.8	7.0	24.0	2.5
Cn1c(=O)c2c(ncn2CC(=O)N2CCN(c3cccc(Cl)c3)CC2)n(C)c1=O	7.9	2.6	-5.2	21.8	-0.3	0.5	2.8	-20.2	0.8
COC(=O)[C@@]1(Cc2ccccc2)[C@H]2C(=O)N(C)C(=O)[C@H]2[C@H]2CN=C(SCC3CC3)N21	/	1.4	-8.3	3.4	5.1	/	5.9	/	1.5
Cn1c(SCC(=O)Nc2ccc(Cl)cc2)nc(O)cc1=O	0.2	2.0	0.8	-10.9	-5.2	-0.1	-11.1	-1.4	-3.0
O=C(COC(=O)CSc1ccc([N+](=O)[O-])cc1)NCC1CCCO1 (stereo not drawn)	-6.7	-4.4	49.7	2.9	-1.7	-13.3	13.5	25.6	4.1
O=C(COc1ccc(Cl)cc1)Nc1nc(-c2ccc(S(=O)(=O)N3CCOCC3)cc2)cs1	5.6	0.6	15.1	-117.4	1.5	-5.4	9.1	-6.4	6.3
O=C(Nc1cccc2cccnc12)C1CCCC1	-3.4	2.9	-12.8	12.3	-3.4	3.4	-3.3	-22.4	-1.0
CC(=Nc1ccccc1)c1sc2ccccc2c1O	80.3*	75.7*	8.4	-75.9	-2.0	85.2*	14.7	22.5	-24.3
C/C(=N/NC(=O)CNC(=O)c1ccccc1)c1ccc(C)cc1	-3.0	-0.6	-4.6	3.2	1.0	-8.1	2.9	3.8	1.3
O=C(O)c1cc(O)c2c(c1)C(=O)c1cc(O)cc(O)c1C2=O	28.3	-5.8	8.1	2.8	12.7	51.9*	7.5	10.1	4.2
COc1cccc(OCC(=O)NNC(=O)c2cnccn2)c1	-4.1	-2.6	1.1	15.0	-5.5	-7.3	3.3	-25.0	1.5
CCc1nc2nc(C)c(NS(=O)(=O)c3ccc(C4CCCCC4)cc3)c(=O)n2[nH]1	-4.0	-4.3	-35.4	2.5	13.7	0.3	6.2	-1.9	0.3
CSc1sc(-c2ccnc(SCCS(C)(=O)=O)n2)c(-c2ccccc2)c1C#N	4.6	7.7	0.5	-419.8	6.5	9.6	29.7	14.8	-59.4
CCCC[C@@H]1CNC(=O)C(=O)N1CCc1cccc2ccccc12	2.7	4.2	/	/	/	-4.0	5.3	10.2	/
O=C(NCC1CCCO1)C1CCCN(S(=O)(=O)c2cccc(C(F)(F)F)c2)C1 (stereo not drawn)	4.3	3.9	-22.4	7.3	3.1	-3.0	2.1	-1.0	4.5
COc1ccc(-c2nc(SC(C)C(=O)NCC3CCCO3)n[nH]2)cc1 (stereo not drawn)	-2.6	-1.6	1.4	6.2	-1.2	1.8	-5.1	18.3	0.5
CS(=O)(=O)N1CCN(c2ccccc2NC(=O)c2cccs2)CC1	-9.2	-7.8	-3.1	24.9	-5.5	-20.2	7.3	15.5	4.7
Fc1cccc(Nc2c3c(nc4ccccc24)CCC3)c1	7.8	-2.5	1.3	-142.6	-1.2	-1.4	3.9	24.3	-0.3
CCOC(=O)CSCc1cn2cc(Cl)ccc2n1	-6.0	-10.6	2.8	-2.7	-6.2	-12.7	-0.7	5.4	-0.1
COCCN(C(=O)COC(=O)c1cnc(C)cn1)c1c(N)n(Cc2ccccc2)c(=O)[nH]c1=O	2.8	2.2	-19.0	-0.4	-4.8	-12.1	4.7	10.6	-1.1
O=[n+]1c2c(n([O-])c3cc(F)c(F)cc31)CCCC2	0.9	-3.7	47.0	-19.6	13.3	10.6	3.8	7.1	21.6
CC(C)C(NC(=O)c1ccccc1)C(=O)N1CCN(C/C=C/c2ccccc2)CC1 (stereo not drawn)	-1.2	-1.2	3.2	5.9	-4.4	-10.4	3.9	27.8	0.2
Cc1ccc(Cn2nnc3c(=O)[nH]c(C4CCN(S(=O)(=O)c5ccc(S(=O)(=O)NC6CC6)cc5)CC4)nc32)cc1	-2.9	2.9	1.3	0.6	1.8	-19.8	28.6	-1.4	-0.8
Cc1cc(C)cc(N(CC(=O)Nc2ccccc2-c2ccccc2)S(=O)(=O)c2ccccc2)c1	-3.3	-0.7	19.0	8.5	7.1	15.0	12.8	10.6	3.9
CCOC(=O)CNC(=S)N(CCCN1CCCC1)Cc1cccs1	12.4	13.7	-15.3	25.5	15.2	19.7	3.0	10.5	2.6
Nc1ncc(CCN2CCOCC2)c(-c2ccc(F)cc2)n1	2.9	-2.8	-18.4	-0.7	5.6	6.5	-12.7	2.9	1.2
CCN(CCCNC(=O)CC(C(=O)N1CCc2ccccc21)n1ccnc1)c1cccc(C)c1 (stereo not drawn)	5.5	3.3	11.4	0.5	-6.8	18.7	2.8	17.9	-0.9

Arranged by value in SENP7 inh (falling): some entries from above
molecule	SENP7 inh	PfGluPho inh	HKDC1 inh	SENP6 block	NALP3 yeast inh	SENP1 inh
COCCN(C(=O)COC(=O)c1cnc(C)cn1)c1c(N)n(Cc2ccccc2)c(=O)[nH]c1=O	2.2	-19.0	-4.8	-12.1	10.6	-1.1
Fc1cccc(Nc2c3c(nc4ccccc24)CCC3)c1	-2.5	1.3	-1.2	-1.4	24.3	-0.3
Nc1ncc(CCN2CCOCC2)c(-c2ccc(F)cc2)n1	-2.8	-18.4	5.6	6.5	2.9	1.2

Other compounds:
smiles	SENP8 block-1	SENP7 inh	PfGluPho inh	SENP8 block-2	HKDC1 inh	SENP6 block	Apaf1 inhib	NALP3 yeast inh	SENP1 inh
CN1CCN(c2ccc(NC(=O)COc3ccccc3[N+](=O)[O-])cc2)CC1	-3.3	7.3	1.2	6.5	-9.4	-11.9	-3.9	12.1	0.8
CCCCn1c(N)c(N(CCOC)C(=O)c2cc3c(s2)CCC(C)C3)c(=O)[nH]c1=O (stereo not drawn)	2.2	-1.1	3.8	-15.0	4.2	-7.6	11.2	8.9	-27.3
Cc1cc(Cl)ccc1NC(=O)CCN1C(=O)C2CCCCC2C1=O (stereo not drawn)	3.9	4.8	11.5	12.8	-1.7	0.2	-6.2	13.0	1.3
Cc1ccccc1OCC(=O)NNC(=O)Cc1ccc(S(=O)(=O)N2CCOCC2)s1	6.5	-4.4	-10.8	-0.6	-3.9	-15.5	3.7	11.5	-2.0
CC(C)(C)c1ccc(C2CC2C(=O)N/N=C\c2ccc[nH]2)cc1 (stereo not drawn)	6.6	2.7	4.9	-1.1	19.8	-4.8	18.8	-8.8	-4.8
O=C(NCC1(c2ccccc2)CCCC1)C1(c2ccccc2)CCCC1	-1.0	4.6	-9.2	17.8	-3.9	-20.3	23.4	4.0	0.1
COC(=O)c1ccc2c(=O)n(CCN3CCOCC3)c(SCC(=O)NCc3ccccc3)nc2c1	-0.1	6.3	0.8	-14.4	-2.8	2.0	9.3	4.1	3.8
C=CCN(CC=C)c1ccc(N2C(=O)C3CCCCC3C2=O)cc1[N+](=O)[O-] (stereo not drawn)	-2.4	9.6	22.4	30.0	-4.1	-3.6	-1.8	27.9	-1.0
COC1CCN(C(=O)c2ccc3oc(C(C)C)nc3c2)CC1	-1.4	0.3	3.5	20.4	-3.1	2.8	-14.3	12.2	2.8
C=CCOc1nc(N2CCCC2)nc(N2CCCC2)n1	-8.4	-8.5	-8.8	23.8	1.3	-15.9	13.2	35.2	1.4

The listing continues.
SMILES | SENP8 block-1 | SENP7 inh | PfGluPho inh | SENP8 block-2 | HKDC1 inh | SENP6 block | Apaf1 inhib | NALP3 yeast inh | SENP1 inh
COc1ccc(NC(C)c2cc(Cl)ccc2O)cc1 (stereo not drawn) | -6.1 | -5.4 | 0.5 | 47.0* | 5.0 | -11.9 | -2.7 | 13.3 | -0.5
Cc1cccc(-c2noc(CN(C(=O)/C=C/c3ccccc3Cl)C(C)C)n2)c1 | 2.3 | 1.6 | 11.3 | 24.4 | -2.7 | -8.1 | -1.5 | 9.9 | 0.4
O=C(CCCSc1nc(-c2ccco2)cc(C(F)(F)F)n1)NCc1cccs1 | 3.7 | 2.5 | 12.4 | -1.3 | 1.0 | -6.7 | 11.8 | 22.4 | -8.4
CC(C)(C)C(=O)N1CCC(O)(CS(=O)(=O)Cc2ccccc2Cl)CC1 | 6.6 | -4.1 | -8.7 | 26.7 | -4.8 | 11.1 | 4.7 | -14.0 | 1.0
CCN1CCN(C(c2cccnc2)c2cc(Cl)c3cccnc3c2O)CC1 (stereo not drawn) | -6.6 | -2.8 | 38.9 | 34.3 | 1.1 | -4.9 | 6.3 | 38.2 | -2.2
COc1ccc(C)cc1NC(=O)C(OC(=O)CNC(=O)c1ccc(Oc2ccccc2)cc1)c1ccccc1 (stereo not drawn) | 5.6 | -8.5 | -0.8 | 17.4 | 0.0 | -7.8 | 19.3 | 22.1 | 2.3
CCn1c(=O)c2c3c(sc2n2c(SCc4ccc(F)cc4)nnc12)CCCC3 | 9.5 | 3.0 | -4.0 | 2.1 | -4.4 | -1.7 | -5.1 | 13.9 | 0.9
CCOC(=O)N1CCC(Nc2nc(OC)nc(OC)n2)CC1 | -12.0 | -10.7 | -7.0 | 2.7 | -5.7 | -0.9 | 1.1 | 8.0 | -1.2
CCCCn1ccnc1C(=O)c1cccc(S(=O)(=O)N2c3ccccc3CC2C)c1 (stereo not drawn) | 9.9 | 2.6 | 13.3 | 34.5 | 2.1 | -12.5 | 16.4 | -13.4 | -5.0
O=C(CSc1ncnc2c1nnn2Cc1ccc(F)cc1)NCC1CCCO1 (stereo not drawn) | -3.6 | 0.9 | 2.1 | 3.2 | -5.2 | -2.4 | -3.5 | 9.4 | -2.8
CC(C)Cc1cc(C(=O)N2CCC(N3CCC(C(=O)N4CCCC4)CC3)CC2)n[nH]1 | 5.5 | -1.9 | -3.4 | 6.1 | -3.5 | -5.2 | -8.3 | 6.8 | -14.5
CC(C)CN(CC(C)C)c1nc(N)c(C#N)c(CC#N)c1C#N | -2.6 | 4.1 | 2.7 | -383.0 | 2.5 | -15.5 | 18.3 | 19.7 | -13.4
